Assay outcomes from PubChem.
MEKK2mut PB1 HTS: signal of MEK5 binding to mutant human MEKK2 PB1 domain. bead flow cytometry, Alexa488-MEK5 binding to MEKK2 mutant. percent response, % at 10 µM. 290,000 compounds, 0.35% hits. AID 1530; in the data active = percent response above about 24%, passing the limit was not always enough; note: inactives centre near 1; some results filed as inactive read as strong as hits; reference of the scale not given here
GPR7 antag: antagonists of human GPR7 (neuropeptides B/W receptor 1) | 290,000 compounds, 1.1% hits | AID 1861 | GPR7-expressing cells, fluorescence antagonist assay | P48145 | inhibition, % at 4.4 µM; in the data active = inhibition above about 16%, passing the limit was not always enough;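 note: cells stimulated with the agonist NPW; 0% = agonist with vehicle and 100% = vehicle without agonist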
FID counter: displaces DNA intercalator in HCV helicase counter-screen. DNA fluorescent intercalator displacement, fluorescence. inhibition, % at 7.9 µM. AID 1845. 290,000 compounds, 0.17% hits; in the data active = inhibition above about 37%;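 note: 0% = vehicle and 100% = reference compound; higher means more ethidium bromide displaced from hairpin DNA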
PHOSPHO1 block: inhibitors of human PHOSPHO1 phosphatase | Q8TCT1 | inhibition, % at 13.3 µM | recombinant PHOSPHO1, absorbance phosphatase assay | 290,000 compounds, 1.1% hits; in the data active = inhibition above about 60%
Target sequence (Q8TCT1 whole entry, looked up): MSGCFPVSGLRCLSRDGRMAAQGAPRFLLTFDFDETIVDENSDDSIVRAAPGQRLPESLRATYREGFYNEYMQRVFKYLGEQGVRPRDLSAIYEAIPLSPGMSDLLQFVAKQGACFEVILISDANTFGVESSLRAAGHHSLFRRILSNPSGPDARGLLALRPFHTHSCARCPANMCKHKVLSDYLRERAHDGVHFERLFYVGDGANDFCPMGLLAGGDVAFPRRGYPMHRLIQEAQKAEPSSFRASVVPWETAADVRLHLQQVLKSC
NALP1 yeast inh: NALP1 inhibition; 280,000 compounds, 0.61% hits; AID 2071; inhibition, % at 10 µM; S. cerevisiae NALP1/ASC/caspase-1 growth, X-gal OD620, 72 h; in the data active = inhibition mostly above about 24%, no sharp cut-off; inactive = mostly below about 32%; note: some compounds called inactive have numbers as strong as hits
MEKK3 PB1 HTS: MEKK3-MEK5 PB1 interaction, increase or decrease; Q99759; bead-based flow cytometry, Alexa488-MEK5 binding to MEKK3; actives lie on both sides; 0 = blocked by unlabeled MEK5, 100 = vehicle; binding response (% of control), % at 10 µM; 290,000 compounds, 1.4% hits; AID 1529;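 active = binding response more than 3 SD above or below the average of its plate-row segment, actives on both sides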;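 note: Alexa488 bead fluorescence after subtracting the streptavidin-only scavenger bead signal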
Target sequence (Q99759 whole entry, looked up): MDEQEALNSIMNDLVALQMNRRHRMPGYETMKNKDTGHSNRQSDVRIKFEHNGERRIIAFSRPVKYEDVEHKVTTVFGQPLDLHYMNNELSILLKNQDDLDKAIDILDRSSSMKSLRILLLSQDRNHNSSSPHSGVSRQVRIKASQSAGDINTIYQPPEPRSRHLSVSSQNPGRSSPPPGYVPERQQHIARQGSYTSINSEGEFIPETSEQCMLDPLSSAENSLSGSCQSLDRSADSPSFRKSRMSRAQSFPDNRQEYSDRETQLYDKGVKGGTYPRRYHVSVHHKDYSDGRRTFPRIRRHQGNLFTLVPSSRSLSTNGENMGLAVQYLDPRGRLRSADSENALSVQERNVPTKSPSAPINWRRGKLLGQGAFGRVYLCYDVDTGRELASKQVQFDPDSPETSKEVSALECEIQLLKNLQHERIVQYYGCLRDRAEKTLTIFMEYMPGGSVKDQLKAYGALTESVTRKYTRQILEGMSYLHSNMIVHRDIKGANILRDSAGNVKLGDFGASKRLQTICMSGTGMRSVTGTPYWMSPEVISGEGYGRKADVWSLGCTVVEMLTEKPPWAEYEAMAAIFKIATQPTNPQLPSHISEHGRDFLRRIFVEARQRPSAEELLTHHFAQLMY
OXTR agonist: human OXTR agonism. CHO-OTR cells, Fluo-8 calcium fluorescence; normalized: DMSO 0%, oxytocin 100%. 320,000 compounds, 0.32% hits. activation, % at 3 µM. AID 2435;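 active = activation above the mean of all tested compounds plus 3 SD, cutoff set per screening run, cut at about 20% in these data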;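 note: peak over basal fluorescence ratio from a 100 s FLIPR kinetic read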
MEKK2wt PB1 HTS: raises or lowers MEK5 binding to wildtype human MEKK2 PB1 domain | 290,000 compounds, 1.1% hits | Q9Y2U5 | bead flow cytometry, Alexa488-MEK5 binding to MEKK2 WT; actives lie on both sides | binding response (% of control), % at 10 µM; in the data active = binding response below about 67% or above about 130%
M18AAP inhibitor: blocks P. falciparum M18 aspartyl aminopeptidase; recombinant PfM18AAP, H-Glu-NHMec fluorogenic cleavage; inhibition, % at 7.35 µM; 290,000 compounds, 1.2% hits;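 active = inhibition above the campaign mean inhibition over all tested compounds plus 3 SD, cut at about 28% in these data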;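 note: 0% = plate median of test compound wells and 100% = 2 mM ZnCl2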
An asterisk follows results filed as active; . = not tested or not shown; [ ] = dose if it differs, or a comment.

SMILES | MEKK2mut PB1 HTS | GPR7 antag | FID counter | PHOSPHO1 block | NALP1 yeast inh | MEKK3 PB1 HTS | OXTR agonist | MEKK2wt PB1 HTS | M18AAP inhibitor
CC(C)c1cc(-c2cc(C(=O)NCc3ccccc3)on2)nc(NC2CCCC2)n1 | 6.0 | . | . | 8.9 | 1.4 | 107.0 | 3.8 | 101.0 | .
COC(=O)CCCC1=CC2=CC(=O)C(C)(OC(=O)c3cccs3)C(=O)C2=CN1CCc1ccccn1 (stereo unspecified) | 5.0 | . | . | 30.9 | . | 96.0 | -0.2 | 94.0 | .
CC(=O)N1CCN(C(=O)c2cccc(S(=O)(=O)Nc3ccc(C)cc3)c2)CC1 | 4.0 | -7.7 | -6.1 | 19.2 | -2.7 | 103.0 | 0.0 | 101.0 | -1.9
Oc1c(Br)cccc1/C=N/c1ncn[nH]1 | 3.0 | -10.6 | 0.4 | -24.2 | 5.7 | 102.0 | -0.8 | 99.0 | 62.6*
O=C(O)C1CCN(S(=O)(=O)c2cccnc2)CC1 | 2.0 | 0.9 | 2.0 | 15.3 | 1.6 | 105.0 | 0.3 | 101.0 | 0.6
CCc1ccccc1NC(=O)CN(C)S(=O)(=O)c1ccc2c(c1)c(=O)n(C)c(=O)n2C | 8.0 | -1.6 | 0.9 | -11.3 | 2.2 | 108.0 | -0.6 | 111.0 | 1.7
COC(CNC(=O)C1CCCN1C(=O)OCc1ccccc1)OC (stereo unspecified) | -2.0 | -12.4 | 3.2 | -7.3 | 10.0 | 104.0 | -0.2 | 102.0 | 0.3
Cc1noc(C)c1CSc1nnc(C)c(=O)[nH]1 | 3.0 | 8.2 | 3.9 | -11.9 | 13.8 | 103.0 | -0.1 | 102.0 | -8.2
COc1cc(C(=O)Nc2nc3ccccc3[nH]2)cc(OC)c1OC | 7.0 | -4.0 | -18.6 | 2.0 | 2.9 | 108.0 | -0.1 | 118.0 | -2.9
Cc1nc2ncnn2c(C)c1CCC(=O)NC(C)CCc1ccco1 (stereo unspecified) | 1.0 | -9.4 | -2.8 | 6.1 | 12.3 | 101.0 | 0.8 | 100.0 | 2.0
CC(=O)Nc1ccc2c(c1)OCCOCCOc1cc(NC(C)=O)ccc1OCCOCCOCCO2 | . | -0.8 | -16.1 | -10.4 | 8.0 | . | 0.0 | . | 5.8
CC1=C(C(=O)OCC2CCCO2)C(c2ccncc2)C2=C(CC(C)(C)CC2=O)N1 (stereo unspecified) | 3.0 | -4.3 | -2.5 | -17.2 | 13.2 | 101.0 | -0.3 | 105.0 | -13.8
COC(=O)Cn1c2ccccc2c2nc(C)sc21 | 5.0 | -13.6 | -3.2 | -2.4 | -11.0 | 107.0 | -0.7 | 105.0 | 7.4
Cc1cccc(C(=O)NCc2ccco2)c1 | -1.0 | 15.7 | -6.3 | 19.3 | 27.0 | 101.0 | -0.5 | 100.0 | -0.2
CCC(=O)N1CCc2cc(S(=O)(=O)NCCC(=O)N3CCc4ccccc4C3)ccc21 | -9.0 | 9.2 | -26.7 | 6.0 | 12.8 | 91.0 | 12.0 | 93.0 | -5.6
Cc1ccc(-c2csc3ncnc(NCCN4CCOCC4)c23)cc1 | 10.0 | -3.3 | -14.2 | 17.3 | 10.0 | 107.0 | -2.2 | 107.0 | -9.3
CN1CCN(CC(=O)Nc2c(C(=O)C3CC3)oc3ccccc23)CC1 | -4.0 | 21.1* | 25.8 | 13.2 | 11.4 | 88.0 | 2.4 | 91.0 | -4.0
Cc1ccc(C(=O)NCc2cccnc2)cc1S(=O)(=O)N1CCCCCC1 | 6.0 | -14.8 | -22.0 | 37.6 | 5.3 | 101.0 | 1.2 | 104.0 | 4.6
Cc1sc2c(c1C)CN(CCN1CCOCC1)CN2C(=O)c1ccccc1 | -5.0 | -8.7 | -8.2 | -16.5 | 1.1 | 99.0 | -0.3 | 99.0 | 0.0
C/C(Cl)=C/Cn1c(NCCN(C)C)nc2c1c(=O)n(C)c(=O)n2C | 9.0 | -7.4 | -2.0 | -4.0 | 29.3 | 112.0 | 1.2 | 112.0 | 2.8
COc1cccc(CN2CC(C(=O)NCCc3ccc(C)s3)CCC2=O)c1 (stereo unspecified) | 3.0 | -13.2 | -26.1 | 37.6 | 16.0 | 96.0 | 0.1 | 105.0 | 0.8
COc1cc(O)ccc1C(=O)CCc1ccc(O)cc1 | 1.0 | -4.2 | -0.9 | 29.0 | 0.5 | 98.0 | 4.1 | 102.0 | 3.5
O=C(NNS(=O)(=O)c1ccc(Br)cc1)c1ccccc1-n1cccc1 | -4.0 | -11.5 | -12.6 | 33.4 | 12.2 | 98.0 | 0.6 | 92.0 | -2.7
COc1cccc(CNS(=O)(=O)c2ccc3c(c2)oc(=O)n3C)c1 | 7.0 | -4.2 | -11.0 | 9.6 | 24.1 | 105.0 | 1.8 | 108.0 | -0.3
COC(=O)C1=C(C)NC(C)=C(C(=O)OC)C1c1cn(-c2ccccc2)nc1-c1ccco1 | -2.0 | 6.6 | -9.2 | 6.2 | 9.2 | 100.0 | 0.3 | 100.0 | 5.7
COc1ccccc1Nc1nc(=O)[nH]nc1C | -1.0 | -1.9 | 1.2 | -5.3 | 6.6 | 97.0 | -0.2 | 96.0 | 7.3
Cn1ncc2c(Nc3ccc(Br)cc3)nc(Nc3ccc(Br)cc3)nc21 | 14.0 | -19.4 | 0.1 | 51.9 | 28.1 | 114.0 | -0.2 | 103.0 | -3.8
CC(=O)c1ccc(NC(=O)C(C)n2c3ccccc3c3nc(=O)cc(C)n32)cc1 (stereo unspecified) | -17.0 | 15.6 | 1.7 | 36.8 | . | 44.0*[inhibitor] | 0.8 | 52.0 | -13.1
N=C1S/C(=C\c2ccc(O)cc2)C(=O)N1c1ccc(F)cc1 | -13.0 | -1.9 | 4.0 | -14.1 | -3.0 | 92.0 | 1.0 | 85.0 | -0.8
CCN(CC)c1cc(-c2ccccc2)ncn1 | 2.0 | 5.6 | -1.7 | -15.4 | 29.9 | 101.0 | -1.6 | 99.0 | -2.7
Cc1cc(N)n2nc(C)c(-c3ccccc3)c2n1 | -1.0 | 3.3 | 2.2 | 60.1* | 19.4 | 98.0 | -1.8 | 93.0 | -9.7
COc1ccc(C(=O)CC(c2ccccc2)S(=O)(=O)c2ccc(C)cc2)cc1 (stereo unspecified) | -2.0 | -2.8 | -1.4 | -1.5 | 19.8 | 97.0 | -0.7 | 100.0 | -0.6
Cn1c(SCC(=O)N/N=C/c2cc([N+](=O)[O-])ccc2O)nnc1-c1ccccc1 | -14.0 | 6.2 | -9.2 | 3.3 | . | 91.0 | 0.2 | 91.0 | 4.1
O=C(C1CCCO1)N1CCN(c2ccc(F)cc2)CC1 (stereo unspecified) | 2.0 | -3.3 | 0.3 | -3.5 | -2.3 | 97.0 | 0.4 | 95.0 | 1.5
COc1ccc(C(CNC(=O)c2ccc(C)c(S(=O)(=O)N3CCCCC3)c2)N(C)C)cc1OC (stereo unspecified) | 1.0 | -5.5 | 10.3 | 17.2 | 10.6 | 93.0 | 0.4 | 103.0 | -0.8
CC(C)(C)N1CCC1C(N)=O (stereo unspecified) | 12.0 | -2.7 | -9.6 | 20.3 | -2.2 | 74.0 | 0.8 | 73.0 | -3.1
CC(C)NCCOCCOc1ccccc1F | . | -2.6 | 3.2 | 8.5 | 0.5 | . | 8.5 | . | -3.4
CCCOc1ccc(S(=O)(=O)NCCN2CCOCC2)c2ccccc12 | 21.0 | -10.8 | -2.8 | 10.0 | 21.0 | 109.0 | 1.7 | 111.0 | -5.4
N#CC(c1ccccc1F)(c1ncc(C(F)(F)F)cc1Cl)N1CCOCC1 (stereo unspecified) | 6.0 | -20.4 | -1.3 | -9.4 | 9.1 | 102.0 | 0.0 | 100.0 | 1.5
O=S(=O)(Nc1cccc2nsnc12)c1ccccc1 | 0.0 | 12.7 | -3.2 | 15.0 | 12.9 | 101.0 | -0.1 | 102.0 | 1.8
Cc1ccc(NC(=O)CO/N=C(\N)c2nonc2N)cc1C | -2.0 | -4.0 | -4.5 | -12.5 | 8.6 | 96.0 | 1.0 | 96.0 | -5.8
COc1ccccc1Nc1nc(-c2cccc([N+](=O)[O-])c2)nc2ccccc12 | -3.0 | -5.6 | -0.2 | -4.6 | -1.4 | 91.0 | 0.6 | 89.0 | -0.8
Cc1ccc(/C=C2\C(=N)N3N=C(CC(=O)N4CCCCC4)SC3=NC2=O)cc1 | 9.0 | -2.2 | -16.2 | 11.9 | 0.1 | 103.0 | 0.9 | 105.0 | 2.6
C=CCN1C(=O)C(C)(C)N(C(=O)c2cccc([N+](=O)[O-])c2)c2ccccc21 | 12.0 | -0.5 | -26.7 | 34.8 | -4.8 | 100.0 | -2.4 | 99.0 | 0.5
Cn1nnnc1-c1cc(Cl)cc(Cl)c1 | -5.0 | -10.3 | -1.8 | 32.6 | -8.5 | 102.0 | -1.2 | 98.0 | 4.5
COC(=O)C1=C(C)NC2=C(C(=O)CCC2)C1c1cn(Cc2ccc(Br)cc2)nc1-c1ccccc1 (stereo unspecified) | 5.0 | -1.7 | -23.0 | -7.4 | 5.8 | 104.0 | -2.2 | 103.0 | 3.1
Cn1cnnc1SCC(=O)Nc1c(F)cc(F)cc1Br | 0.0 | 6.1 | -11.9 | -8.3 | -4.4 | 105.0 | 0.3 | 106.0 | -8.2
CN=C1SC(CC(=O)Nc2cccc(Cl)c2Cl)C(=O)N1C (stereo unspecified) | 13.0 | -6.6 | 0.2 | -7.5 | -3.2 | 108.0 | 0.7 | 112.0 | 7.4
COc1ccc(NC(C)=O)cc1NC(=O)CSc1nnc(C2CCCCC2)n1N | -1.0 | -19.5 | -9.7 | 16.2 | 19.4 | 97.0 | 0.2 | 100.0 | -0.5
Cc1sc2nc(SCC(=O)NCc3ccco3)n(CCc3ccccc3)c(=O)c2c1C | 1.0 | -1.2 | -8.0 | -6.7 | -6.1 | 101.0 | -1.8 | 103.0 | 2.7
CS(=O)(=O)N1CCN(C(=O)c2csc3ccccc23)CC1 | -7.0 | 11.2 | -12.1 | 10.6 | 29.3 | 88.0 | -0.3 | 89.0 | 0.2
CCC(=O)N1CCc2cc(S(=O)(=O)CCC(=O)NCCc3ccc(OC)c(OC)c3)ccc21 | 6.0 | 2.0 | -19.1 | -3.4 | 32.3 | 101.0 | -1.5 | 103.0 | -2.3
O=C(c1ccc2oc(CCc3ccccc3)nc2c1)N1CCC(O)CC1 | 2.0 | -5.9 | -28.3 | 7.0 | 8.0 | 102.0 | 2.2 | 104.0 | -5.5
CCOCCCNc1nc(C)nc2c1nnn2Cc1c(F)cccc1Cl | -3.0 | -8.4 | -31.4 | 64.7* | -6.1 | 98.0 | -1.3 | 99.0 | -2.3
CC(C)(C)NC(=O)NC(=O)CN1CCN(c2cccc(Cl)c2)CC1 | -4.0 | -7.0 | -28.4 | 5.0 | . | 100.0 | -1.6 | 99.0 | 4.4
